Rab7 wt GTP bind = modulators of GTP binding to Rab7, primary screen, biochemical, wildtype, multiplex bead flow cytometry; GTP binding activity (percent of control), % at 10 µM; AID 758, 2007; GST-Rab7 beads, fluorescent GTP binding; actives lie on both sides; untreated = 100%, excess cold GTP = 0%; Rab7 GTPase wild type (dog), Bodipy-FL-GTP binding; 190,000 compounds, 0.055% hits;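 active = fluorescent GTP binding to Rab7 beads changed by at least 20 points from the 100% baseline, either direction, mostly lower; inconclusive = compound itself probably fluorescent, or too few beads counted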;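 note: median green fluorescence of bound Bodipy-FL-GTP per Rab7 bead population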
HRas wt GTP bind = modulators of GTP binding to HRas wildtype, primary screen, biochemical, bead-based flow cytometry, multiplex; GTPase HRas (Homo sapiens), P01112; 190,000 compounds, 0.14% hits; GTP binding activity, % at 10 µM; GST-Ras wt beads, Bodipy-FL-GTP binding; actives lie on both sides; AID 759, 2007;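 active = GTP binding activity at least 20% away from the 100% baseline, either lowered as inhibitor or raised as activator; inconclusive = flagged as likely green fluorescent, judged across all proteins in the well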;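 note: 0% = unlabeled GTP competition control and 100% = no-compound control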
Target sequence (P01112 whole entry, looked up): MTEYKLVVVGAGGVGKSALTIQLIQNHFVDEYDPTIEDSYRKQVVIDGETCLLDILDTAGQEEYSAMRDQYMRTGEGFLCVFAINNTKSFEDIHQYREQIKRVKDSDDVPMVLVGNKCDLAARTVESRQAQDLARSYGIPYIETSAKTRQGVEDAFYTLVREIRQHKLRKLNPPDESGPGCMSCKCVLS
Cdc42 wt = modulators of GTP binding to wildtype Cdc42, primary screen, biochemical, multiplex bead flow cytometry, Bodipy-GTP. GST-Cdc42 beads; actives lie on both sides. percent activity (GTP binding), % at 10 µM. 190,000 compounds, 0.2% hits. AID 761, 2007;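 active = percent activity GTP binding at least 20 points away from the 100% baseline, either down as inhibitor or up as activator; inconclusive = compound flagged as likely green fluorescent from well-wide comparison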;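 note: median bead fluorescence of bound Bodipy-FL-GTP at 100 nM; 0% = excess unlabeled GTP control and 100% = no compound control; below 100% means less GTP binding so inhibitor and above means activator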
Target sequence (P60953 whole entry, looked up): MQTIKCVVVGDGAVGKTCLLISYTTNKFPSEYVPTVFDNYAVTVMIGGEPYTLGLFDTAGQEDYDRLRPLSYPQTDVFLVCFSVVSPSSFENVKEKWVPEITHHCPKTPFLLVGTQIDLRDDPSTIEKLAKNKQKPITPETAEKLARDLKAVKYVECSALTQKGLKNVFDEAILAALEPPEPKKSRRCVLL
Avidin bead fluor = green autofluorescence of compounds with avidin beads – biophysical, 488/530 nm, flow cytometry, artefact control, profiling panel. 220,000 compounds, 0.38% hits. AID 1775, 2009. compound fluorescence 488/530 nm; hits give high values. fluorescence (KMESF) at 10 µM; in the data active = fluorescence above about 47; note: inactives centre near 10
GSH bead fluor = compound fluorescence on glutathione beads, profiling panel, artefact control, biophysical, 488/530 nm, flow cytometry; AID 1776, 2009; fluorescence (KMESF) at 10 µM; 190,000 compounds, 0.25% hits; GSH beads flow cytometry, compound fluorescence 488/530 nm; hits give high values; in the data active = fluorescence above about 89;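 note: glutathione beads carrying GST-tagged Bcl family fusion proteins plus one bare bead set; values are compound well signal with DMSO vehicle wells as background; inactives centre near 16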
Mcl1 Noxa PPI = Mcl-1/Noxa binding inhibitors, primary screen, biochemical, TR-FRET, 1536-well; Induced myeloid leukemia cell differentiation protein Mcl-1 (Homo sapiens), Q07820; TR-FRET Mcl-1/Noxa peptide binding, 2 h; inhibition, % at 21.7 µM; 220,000 compounds, 1.5% hits; AID 1022, 2008;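 active = compounds that cut the protein-peptide binding signal by more than 50% relative to plate controls in a single-dose test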;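 note: His-tagged Mcl-1 with rhodamine Noxa BH3 peptide and terbium anti-His antibody; 0% = Mcl-1 plus Noxa peptide wells and 100% = peptide-only wells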
Target sequence (Q07820 whole entry, looked up): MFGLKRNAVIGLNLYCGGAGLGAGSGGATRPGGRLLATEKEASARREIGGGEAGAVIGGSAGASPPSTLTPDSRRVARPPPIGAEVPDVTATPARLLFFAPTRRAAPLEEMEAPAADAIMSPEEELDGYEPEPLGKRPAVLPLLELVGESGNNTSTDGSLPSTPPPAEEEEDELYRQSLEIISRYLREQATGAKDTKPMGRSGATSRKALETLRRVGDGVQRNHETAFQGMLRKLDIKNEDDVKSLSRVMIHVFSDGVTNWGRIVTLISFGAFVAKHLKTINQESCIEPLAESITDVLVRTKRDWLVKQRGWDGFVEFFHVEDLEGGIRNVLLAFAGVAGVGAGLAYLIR
Pf gametocyte = late stage P. falciparum gametocyte viability inhibitors, primary screen, ATP luminescence, HTS; 150,000 compounds, 0.065% hits; P. falciparum stage V gametocytes, 24 h; inhibition, % at 10.9 µM; AID 743093, 2013;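 active = inhibition above the mean plus 3 SD of compounds within the control limits, set per campaign, cut at about 38% in these data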;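 note: 0% = DMSO wells and 100% = medium only without gametocytes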
Mcl1 Bid PPI = Mcl-1/Bid binding inhibitors, primary screen, biochemical, TR-FRET, 1536-well | Induced myeloid leukemia cell differentiation protein Mcl-1 (Homo sapiens), Q07820 | TR-FRET Mcl-1/Bid-Dy647 peptide binding | inhibition, % at 21.7 µM | 220,000 compounds, 0.97% hits | AID 1021, 2008;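 active = compounds that cut the binding signal by more than half at the single screening dose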;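 note: His-tagged Mcl-1 with europium anti-His antibody binding Bid BH3 peptide; 0% = Mcl-1 plus peptide wells and 100% = peptide-only wells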
Rac1 wt modul = wildtype Rac1 GTP binding modulators, primary screen, biochemical, GST-Rac1 beads, flow cytometry, multiplex; 190,000 compounds, 0.27% hits; Ras-related C3 botulinum toxin substrate 1 (Homo sapiens), P63000; fluorescent GTP binding; actives lie on both sides; 0 = cold GTP competed, 100 = untreated; GTP binding activity (% of control), % at 10 µM;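 active = GTP binding activity at least 20 points away from the 100% control level, either lower or higher; inconclusive = compound flagged as likely green fluorescent, judged across all proteins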
Rac1 act GTP bind = GTP binding modulators of activated mutant Rac1, primary screen, biochemical, bead-based flow cytometry, multiplex, fluorescent GTP | Ras-related C3 botulinum toxin substrate 1 (Homo sapiens), P63000 | GST-Rac1 activated beads; actives lie on both sides; 100% means binding = to untreated wells | percent activity (GTP binding), % at 10 µM | 190,000 compounds, 0.11% hits;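 active = GTP binding at least 20 percentage points away from the 100% baseline, in either direction, so actives lie on both sides; inconclusive = Compound likely fluorescent itself, or too few beads counted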
Rab2 wt GTP = modulators of GTP binding to Rab2A wildtype, primary screen, biochemical, dog, bead-based flow cytometry, multiplex | Ras-related protein Rab-2A (Canis lupus familiaris), P61105 | GST-Rab2 wt beads, Bodipy-GTP binding | GTP binding activity, % at 10 µM | 190,000 compounds, 0.19% hits | AID 760, 2007;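 active = GTP binding activity at least 20 points away from 100%, either lowered or raised; inconclusive = signal likely due to the compound's own green fluorescence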;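 note: 0% = beads with excess unlabeled GTP and 100% = no-compound control corrected for plate trend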
The depositor's hits bear a star; ? = inconclusive; . = no result given.

The line under a structure holds: Rab7 wt GTP bind	HRas wt GTP bind	Cdc42 wt	Avidin bead fluor	GSH bead fluor	Mcl1 Noxa PPI	Pf gametocyte	Mcl1 Bid PPI	Rac1 wt modul	Rac1 act GTP bind	Rab2 wt GTP
- Cc1onc(-c2ccccc2Cl)c1C(=O)Nc1ncn[nH]1
    98	100	103	6	5	2	.	-1	106	97	98
- CN1C=CC=C/C1=C1\SC(=S)N(N)C1=O
    97	97	99	7	14	36	-11	-30	101	98	102
- CCc1noc(C)c1C(=O)Nc1nc(-c2cc(C)ccc2C)c(C)s1
    97	99	100	37	16	-8	.	-5	98	99	98
- Cc1c(O)ccoc1=O
    96	99	95	5	24	-26	.	-31	96	96	97
- O=C(O)c1cnccn1
    92	98	99	6	20	22	.	29	103	96	97
- C/C=C/C(=O)Nc1cccc(C(F)(F)F)c1
    103	101	100	3	16	19	.	2	106	100	99
- CSCCC(Nc1ncnc2ccc(Br)cc12)C(=O)O (stereo not given)
    99	101	102	16	12	1	27	-57	103	98	97
- CCCCn1nnnc1SCC(=O)Nc1sc2c(c1C#N)CCCC2
    96	99	99	3	50	7	-10	-4	103	100	102
- Brc1ccc(-c2nnc3sc(CN4CCN(c5ccccc5)CC4)cn23)cc1
    101	98	99	5	35	9	.	0	100	96	97
- O=C1NC(=S)S/C1=C\c1ccc(SCc2ccccc2)o1
    96	96	93	6	13	81*	.	-17	96	94	93
- CS(=O)(=O)N1CCN(c2ccc(NC(=S)NC(=O)c3cccs3)cc2)CC1
    105	99	98	1	15	19	2	-15	100	94	102
- O=c1[nH]c(NCc2ccccc2)nc2c1CCCC2
    100	102	104	35	10	6	-32	-11	104	101	100
- CCc1cccc(NC(=S)Nc2ccc(CN3CCOCC3)cc2)c1
    96	97	98	6	15	3	-4	-42	100	96	96
- COc1ccc(C(O)P(=O)(OCC(C)C)OCC(C)C)c(OC)c1 (stereo not given)
    102	100	98	7	7	12	11	-3	102	99	100
- CCOC(=O)c1ccoc1CSCc1ccc(C(=O)OC)o1
    97	98	98	13	37	27	.	-23	97	92	95
- COc1cc(Cl)c(S(=O)(=O)N2CCCC2)cc1Cl
    95	97	100	28	56	-8	7	-11	96	97	96
- O=C(CN(c1ccc2c(c1)OCCO2)S(=O)(=O)c1ccccc1)N1CCN(Cc2ccccc2)CC1
    92	94	87	7	17	-2	.	-20	94	94	92
- O=C(Nc1ccc2c(c1)OCO2)c1c(F)c(F)c(F)c(F)c1F
    97	98	103	21	26	7	12	3	101	100	99
- CCN(c1cccc(C)c1)S(=O)(=O)c1ccc2c3c(cccc13)C(=O)N2
    98	98	98	20	15	9	.	-1	100	99	98
- O=C(Nc1ccc([N+](=O)[O-])cc1)Nc1ccc2c(c1)OCCO2
    109	96	97	8	20	24	-4	-12	99	98	105
- NS(=O)(=O)c1cc2c(cc1Cl)NC=NS2(=O)=O
    91	98	99	11	21	14	.	-4	100	100	100
- Cc1ccccc1N1C(=O)CC(Sc2nnc(-c3ccccc3)o2)C1=O (stereo not given)
    91	96	99	17	26	33	.	-19	93	94	95
- COc1ccc(OC)c(-c2c3cc(O)c(=O)cc-3oc3cc(O)c(O)cc23)c1
    ?	?	?	-3	274*	91*	.	-1	?	?	?
- COc1cc(/C=N/N=C2/NC(=O)C(CC(=O)O)S2)ccc1OCc1ccc(Cl)cc1 (stereo not given)
    100	98	97	8	19	14	0	-28	99	95	96
- COC(=O)C1CCN(C(=O)c2c(-c3ccccc3Cl)noc2C)CC1
    97	97	93	17	24	9	20	-9	93	94	98
- COC(=O)c1ccccc1NC(=O)CN1CCOCC1
    96	98	95	10	17	20	-4	0	96	96	97
- Cc1ccccc1C(=O)NNC(=O)CSc1nc(-c2ccccc2)cc(=O)[nH]1
    102	94	92	10	19	10	-15	-27	94	91	93
- COc1cc(C2NCCc3c2[nH]c2ccccc32)ccc1OC(C)C (stereo not given)
    92	91	91	5	14	-3	-12	-19	92	91	93
- COc1cc([N+](=O)[O-])cc(/C=N/NC(=O)CC#N)c1O
    92	93	93	21	20	43	.	-123	92	94	90
- O=C(O)CSCC(=O)c1ccccc1
    103	100	100	32	22	-8	5	-11	103	98	101

The line under a structure holds: Rab7 wt GTP bind	HRas wt GTP bind	Cdc42 wt	Avidin bead fluor	GSH bead fluor	Mcl1 Noxa PPI	Pf gametocyte	Mcl1 Bid PPI	Rac1 wt modul	Rac1 act GTP bind	Rab2 wt GTP
- Cc1cc(/C=C(\C#N)C(=O)O)c(C)n1C1CC1
    104	99	100	3	15	11	.	-88	101	98	99
- CCSc1nnc(NC(=O)CSc2nc3c(c(=O)n2-c2ccccc2OC)SCC3)s1
    97	100	96	6	26	31	5	-26	100	96	96
- OC(COc1ccc2ccccc2c1)CN1CCN(c2ccc(F)cc2)CC1 (stereo not given)
    99	99	97	8	25	-12	.	-3	100	99	99
- O=C1CN(C(=O)COC(=O)/C=C/c2ccco2)c2ccccc2N1
    97	96	98	10	26	-1	0	-28	96	96	94
- COc1ccc(C(C(=O)NC2CCCC2)N(CC2CCCO2)C(=O)Cn2nnc(-c3ccc(C)o3)n2)cc1 (stereo not given)
    95	88	92	9	19	23	-10	15	89	91	93
- Cc1cc(-n2c(C)cc(C(=O)CSc3nnnn3-c3ccc(Cl)cc3)c2C)no1
    103	106	110	34	21	36	.	-14	107	101	106
- O=C(COC(=O)c1ccccn1)Nc1cccc(Cl)c1
    98	103	104	11	10	1	.	-46	106	104	101
- CCS(=O)(=O)c1ccc2c(c1)NC(=O)C(CCO)O2 (stereo not given)
    103	97	98	7	17	15	-15	5	104	101	97
- Cc1ccc(NC(=O)C2CC(=O)n3ncnc3N2)cc1 (stereo not given)
    94	96	98	10	5	7	.	-12	99	96	96
- CCCS(=O)(=O)c1nc(S(=O)(=O)c2ccc(C)cc2)c(NCCCN(C)C)s1
    94	95	96	14	11	1	5	-3	91	96	94
- COc1ccc(NC(=O)COC(=O)c2cc(SC)ccc2Cl)c(OC)c1
    104	105	104	6	9	19	.	3	111	100	102
- COc1ccccc1OC(C)C(=O)NNC(=S)NC1CCCC1 (stereo not given)
    96	96	98	11	25	9	-7	-16	97	91	95
- O=C(CSc1ccccn1)N/N=C/c1cccc([N+](=O)[O-])c1
    103	101	106	6	13	37	7	-12	108	102	101
- Cc1cc(C)n2nc(/C(C#N)=C/c3ccccn3)c(C#N)c2n1
    98	97	100	23	10	19	4	-16	102	98	98
- CCCCSCCCNC(=O)Nc1ccc(CC)cc1
    108	98	97	6	21	10	-35	-20	100	93	100
- Cc1ccc2[nH]c3c(c2c1)CN(C(=O)CN1c2ccc(F)cc2CCC1C)CC3 (stereo not given)
    98	101	101	10	13	11	-13	-32	97	96	102
- [O-][n+]1ccc(C2CC2)cc1
    96	97	96	6	35	0	34	-3	98	99	98
- O=c1oc2cc(O)ccc2c2ccccc12
    97	100	100	7	45	4	.	33	106	97	97
- C/C(=N\NC(=S)NC(C)C)c1ccco1
    93	94	95	10	25	10	5	-37	96	96	94
- Cc1c(CC(=O)O)c(=O)oc2cc(OCc3nn[nH]n3)ccc12
    104	101	102	33	12	12	.	12	100	100	99
- CCN(CC)CCC(C)OC(c1ccccc1)c1ccccc1 (stereo not given)
    97	98	96	7	20	2	7	-5	100	97	96
- CCCCOC(=O)/C(=C/c1cn(C)c2ccccc12)NC(=O)c1ccc(OC)cc1
    105	99	96	5	10	3	3	-51	103	95	97
- Cc1n[nH]c(C)c1N=Nc1cc(Cl)ccc1Cl
    102	96	94	23	14	4	.	11	94	93	99
- CCCCS(=O)c1snnc1C (stereo not given)
    95	96	95	8	9	-4	5	-15	99	97	96
- CCOC(=O)c1cc(-c2ccc(N3CCOCC3)cc2)nn1-c1ccc(F)cc1F
    101	101	103	6	25	6	8	-4	107	100	101
- CN(C)S(=O)(=O)c1ccc2c(c1)nc(CCC(=O)O)n2C
    96	91	92	7	16	12	-7	-13	91	89	93
- Cc1cc(C)nc(SCC(=O)NNC(=O)c2ccccc2C)n1
    109	103	105	6	22	3	-5	-4	102	96	107
